Compound activity as filed in PubChem.
TEAD-YAP inh: TEAD-YAP interaction inhibition; HEK-TIYL cells, TEAD-Gal4/YAP UAS-luciferase luminescence; inhibition, % at 9.12 µM; actives 1.4% (n = 640,000); AID 1259422; in the data active = inhibition above about 32%;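 note: 0% = median of test compound wells and 100% = reference inhibitor wells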
MITF primary: blocks human microphthalmia-associated transcription factor; O75030; AlphaScreen MITF homodimerization, bead proximity signal; inhibition, % at 2.6 µM; actives 0.91% (n = 650,000); in the data active = inhibition above about 50%;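 note: 0% = vehicle wells with protein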
GPR151 ag: activates the human receptor GPR151; actives 1% (n = 650,000); Q8TDV0; activation, % at 11.2 µM; PathHunter beta-arrestin GPR151 cells, luminescence; in the data active = activation above about 4.9%;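 note: 0% = median of compound wells and 100% = cells with positive control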
FBW7 activator: human FBW7 E3 ligase activation, primary screen; normalized activity (activation), % at 26.1 µM; AlphaScreen FBW7–phospho-cyclin E peptide binding, activator screen; actives 0.13% (n = 650,000); in the data active = normalized activity above about 1.9%;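 note: purified mutant Fbw7 with reduced substrate affinity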
Target sequence (Q969H0 whole entry, looked up): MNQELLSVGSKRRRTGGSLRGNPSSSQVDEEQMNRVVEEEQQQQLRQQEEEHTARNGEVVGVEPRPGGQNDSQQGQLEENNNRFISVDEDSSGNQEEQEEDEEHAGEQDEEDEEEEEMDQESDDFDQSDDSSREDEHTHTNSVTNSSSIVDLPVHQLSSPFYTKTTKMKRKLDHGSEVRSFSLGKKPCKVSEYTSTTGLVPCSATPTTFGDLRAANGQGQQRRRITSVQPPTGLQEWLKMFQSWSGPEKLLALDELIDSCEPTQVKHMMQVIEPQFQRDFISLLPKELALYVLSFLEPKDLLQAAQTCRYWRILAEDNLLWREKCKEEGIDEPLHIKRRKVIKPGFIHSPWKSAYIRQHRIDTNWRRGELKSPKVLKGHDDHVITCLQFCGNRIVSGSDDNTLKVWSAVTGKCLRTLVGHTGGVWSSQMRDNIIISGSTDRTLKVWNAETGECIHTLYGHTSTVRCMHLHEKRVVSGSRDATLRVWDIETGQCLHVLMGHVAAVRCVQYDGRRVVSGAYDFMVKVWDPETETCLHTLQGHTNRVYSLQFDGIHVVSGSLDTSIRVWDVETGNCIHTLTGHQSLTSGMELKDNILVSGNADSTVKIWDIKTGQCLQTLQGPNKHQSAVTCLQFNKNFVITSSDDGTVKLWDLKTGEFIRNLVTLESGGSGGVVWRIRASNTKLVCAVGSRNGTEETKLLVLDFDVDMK
An asterisk follows results filed as active.

The first 5 entries, to show the layout:
Second line of a record – FBW7 activator	GPR151 ag	TEAD-YAP inh	MITF primary
> CCN(CC)c1nc(C)nc2sc(C(=O)Nc3nc4ccccc4s3)c(C)c12
    -0.1	1.2	28	-5
> O=c1[nH]c2ccc(S(=O)(=O)Nc3ccc(Cl)cc3)cc2o1
    0.0	0.4	10	12
> C1=C(c2cccs2)Nc2nc3ccccc3n2C1c1cccs1 (stereo unspecified)
    -0.2	0.0	-39	2
> CCc1nn(CC(=O)NCCCN2CCCC(C)C2)c(=O)c2cc3occc3n12 (stereo unspecified)
    -0.1	0.1	-10	3
> CCOc1ccc(NC(=O)CSc2nc3ccsc3c(=O)n2CCc2ccccc2)cc1
    0.5	1.3	11	20

Results (from the top)
Second line of a record – FBW7 activator	GPR151 ag	TEAD-YAP inh	MITF primary
> CCN(CC)c1nc(C)nc2sc(C(=O)Nc3nc4ccccc4s3)c(C)c12
    -0.1	1.2	28	-5
> O=c1[nH]c2ccc(S(=O)(=O)Nc3ccc(Cl)cc3)cc2o1
    0.0	0.4	10	12
> C1=C(c2cccs2)Nc2nc3ccccc3n2C1c1cccs1 (stereo unspecified)
    -0.2	0.0	-39	2
> CCc1nn(CC(=O)NCCCN2CCCC(C)C2)c(=O)c2cc3occc3n12 (stereo unspecified)
    -0.1	0.1	-10	3
> CCOc1ccc(NC(=O)CSc2nc3ccsc3c(=O)n2CCc2ccccc2)cc1
    0.5	1.3	11	20
> COc1ccccc1-n1c(CNC(=O)c2cccc(C)c2)nnc1SCC(=O)N1N=C(c2cccs2)CC1c1ccc(C)cc1 (stereo unspecified)
    -0.1	-0.2	20	2
> COc1ccc(NC(=O)CCS(=O)(=O)c2cccc3nonc23)cc1
    0.0	-0.2	2	13
> CCc1cc(=O)oc2cc(OC(=O)c3ccco3)ccc12
    -0.1	6.8*	8	-7
> CCC(C)[C@@H](C(=O)NCc1ccccc1C)N1Cc2ccccc2C1=O (stereo partly specified)
    -0.1	1.0	5	-5
> COc1cc(OC)cc(C(=O)Nc2ccc(C)cc2C)c1
    -0.4	-0.7	-33	0
> CCCC(=O)N1CCN(c2ccc(NC(=O)c3cccs3)cc2)CC1
    0.3	2.2	-8	-5
> Cc1cc(NS(=O)(=O)c2ccc(NC(=O)C3CC3c3ccccc3)cc2)nc(C)n1 (stereo unspecified)
    -0.3	0.1	5	-12
> CCCc1cc(Nc2ccc(S(=O)(=O)N(C)C)cc2)n2ncnc2n1
    0.4	-1.5	-5	-5
> COC(=O)c1sc2nc(SCc3ccccc3C#N)n(N)c(=O)c2c1C
    0.0	0.4	-16	4
> CC(C)(C)c1ccc(OCC(O)CS(=O)c2ccccn2)cc1 (stereo unspecified)
    0.1	0.7	-2	7
> CCS(=O)(=O)Nc1ccc2c(c1)N(C(=O)C1CCCO1)CC2 (stereo unspecified)
    0.1	0.3	-3	-10
> COCCN1C(=O)c2ccccc2C(C(=O)NC2CC2)C1c1cn(C)c2ccccc12 (stereo unspecified)
    0.2	-0.2	7	2
> O=C(CN1C(=O)COc2ccccc21)Nc1cccc(F)c1
    -0.1	5.2*	-7	11
> CC(C)(C)c1cc(O)cc(C(C)(C)C)c1
    0.1	0.1	-9	3
> CCC(C(=O)Nc1ccc(F)cc1)c1ccccc1 (stereo unspecified)
    0.8	-0.5	-2	32
> Cc1cccc(C(=O)NCc2nnc(SCC(=O)N3N=C(c4cccs4)CC3c3ccc(F)cc3)n2-c2ccc(F)cc2)c1 (stereo unspecified)
    0.2	-0.5	7	4
> CC12C=CC(CO)(O1)C1C(=O)N(c3ccc(Br)cc3)C(=O)C12 (stereo unspecified)
    0.1	-0.6	8	5
> Cc1cccc(Cn2cc(SCC(=O)NCC3CCCO3)c3ccccc32)c1 (stereo unspecified)
    -0.4	0.2	3	-3
> O=C(Nc1ccc(S(=O)(=O)NCCc2ccccc2)cc1)c1ccc(Cl)s1
    0.4	0.6	13	12
> O=c1c2nnn(Cc3ccccc3F)c2ncn1C/C=C/c1ccccc1
    0.2	-1.1	8	20
> CC(C)c1ccc(NC(=O)c2ccc(NCCCN3CCN(c4cccc(Cl)c4)CC3)c([N+](=O)[O-])c2)cc1
    -0.5	1.3	0	14
> CNC(=O)Cn1ncc2c3ccccc3n(Cc3ccc(F)cc3)c2c1=O
    0.5	0.1	-1	13
> Clc1ccc(OCCSc2ncnc3nc[nH]c23)cc1
    0.1	1.0	-42	-1
> COc1ccc(S(=O)(=O)n2c(SCC(=O)Nc3cc(Cl)ccc3OC)nc3ccccc32)cc1
    0.0	-0.6	-1	1
> Cc1nc2sccn2c1C(=O)c1ccc(N)cc1
    -0.1	-1.0	-6	-1
> Cn1c(-c2ccco2)nn(C2CC(=O)C3OCC2O3)c1=S (stereo unspecified)
    0.6	0.2	-14	16
> COc1ccc(CNC(=O)c2cc(-c3ccc(OC)cc3)nc3ccccc23)cc1
    -0.1	-1.4	-5	6
> Cc1ccc(C)c(OCc2nc(-c3ccc(Br)cc3)no2)c1
    -0.2	-0.3	8	-1
> Cn1c(C(=O)Nc2ccc3c(c2)OCO3)cc2c(=O)n(C)c3ccccc3c21
    0.3	0.5	-13	-16
> O=C(CCN1N=C(c2ccccc2)CCC1=O)NCCN1CCCC1
    -0.2	0.6	-3	-1
> COc1ccc(/C=C(\C#N)c2nc3ccccc3n2C)c(OC)c1
    -0.3	-0.4	-60	-4
> O=C(CSc1n[nH]c(-c2ccncc2)n1)NC1CCCCC1
    0.1	0.3	0	2
> Cc1csc(=Nc2cccnc2)n1Cc1ccco1
    0.1	-2.4	1	11
> CC1(C)CC(=O)C(C=Nc2ccc(Cl)c(Cl)c2)=C(O)C1
    0.0	-1.5	1	2
> O=C(Cc1ccccc1)Nc1cnn(-c2cccc(C(=O)Nc3cccc(N4CCOCC4)c3)c2)c1
    -0.1	-0.3	3	7
> COC(=O)c1ccccc1NC(=O)Cn1c(CCC(=O)O)ccc1-c1ccc(OC)cc1
    -0.4	0.9	-17	-9
> COc1ccc(NC(=S)NC(=O)c2ccccc2[N+](=O)[O-])cc1
    0.6	-0.5	-39	-4
> N#Cc1c(/N=C/c2ccc(Br)cc2)sc2c1CCCC2
    -0.2	-0.2	-23	-6
> O=C(c1cccc(S(=O)(=O)Nc2ccc(Cl)cc2)c1)N1CCCc2ccccc21
    0.4	-0.4	13	17
> Cc1cccc(N2C(=O)CSC2c2cc3c(cc2[N+](=O)[O-])OCO3)c1 (stereo unspecified)
    -0.2	0.5	1	-11
> O=C(NCc1cccc(F)c1)C1CCN(C(=O)N2CCOc3ccccc32)CC1
    0.4	-1.8	-1	-1
> Cc1[nH]c(=O)[nH]c(=O)c1S(=O)(=O)Nc1ccc(Cl)cn1
    0.2	0.2	13	-6
> O=C(c1ccco1)N1CCN(C(c2cccs2)c2nnnn2C2CCCCC2)CC1 (stereo unspecified)
    -0.1	-2.4	-1	-2
> O=C(c1ccc2ccccc2c1)N1CCN2C(=O)[C@@H]3C[C@@H](O)CN3C(=O)[C@H]2C1
    -0.1	-0.4	5	-4
> CC(C)n1c(-c2cccs2)nc2c(NCCN3CCOCC3)ncnc21
    0.0	0.0	11	10
> CCOC(=O)c1ccccc1NC(=O)c1ccc(OC)cc1
    0.1	-1.7	4	-5
> O=C(Cc1ccc2c(c1)OCO2)Nc1ccc2sccc2c1
    0.9	0.1	-17	11
> Cc1ccc(CN2CC34C=CC(O3)C(C(=O)NCc3cccnc3)C4C2=O)cc1 (stereo unspecified)
    0.1	0.1	-1	-12
> c1ccc(Nc2ccnc(Nc3ccc4ncccc4c3)n2)cc1
    -0.1	-0.3	-36	-11
> Cc1cccc(NC(=O)C(Cc2ccccc2)N2C(=O)C3C4C=CC(C4)C3C2=O)c1 (stereo unspecified)
    -0.2	1.3	11	2
> CC(C)(C)c1ccc(C(=O)N/C(=C/c2ccco2)C(=O)N2CCOCC2)cc1
    -0.1	0.1	1	4
> Cc1ccc2cc3c(N)nn(C(=O)c4ccncc4)c3nc2c1
    -0.1	0.5	2	10
> CC(C)c1ccccc1NC(=O)COC(=O)c1ccc(Cl)cc1N
    0.2	-0.4	-13	-7
> COC(=O)c1ccc(S(=O)(=O)NCCNc2nc3c(C)cccc3cc2C#N)cc1
    0.1	-1.1	0	40
> CCCc1cc(=O)n2[nH]cc(-c3ccc(Cl)cc3)c2n1
    -0.1	0.7	11	-15

(listing goes on)
Second line of a record – FBW7 activator	GPR151 ag	TEAD-YAP inh	MITF primary
> COc1ccc(CCNC(=O)CC(=O)N/N=C/c2ccco2)cc1OC
    0.3	-1.7	10	28
> CCCCNC(=O)/C(=C/c1ccc(Cl)cc1)NC(=O)c1ccccc1OC
    -0.1	-0.7	0	1
> O=c1nc(N2CCCCC2)nc2n1CCO2
    0.0	0.9	2	1
> Nc1cc(N)cc(C(=O)OCN2C(=O)c3ccccc3C2=O)c1
    0.2	0.1	-4	21
> COc1ccc2nc(NC(=O)CSc3nnc4c5ccccc5n(CCc5ccccc5)c4n3)sc2c1
    0.0	1.1	1	6
> COc1nc(Nc2ccc(OC(F)(F)F)cc2)nc(N2CCCCC2)n1
    -0.1	0.0	-1	4
> Cc1ccc(CNC(=O)CC2C(=O)Nc3c2c(=O)n(C)c(=O)n3Cc2ccccc2)cc1 (stereo unspecified)
    -0.1	-0.7	2	0
> Cc1ccc(-n2c(=S)sc3c(=O)n(-c4ccccc4)c(SCC(=O)c4ccc(Cl)cc4)nc32)cc1C
    0.2	-0.3	-3	-7
> COc1ccccc1C1NC(=O)NC(C)=C1C(=O)Nc1cccc(C)c1C (stereo unspecified)
    -0.1	-0.2	-1	6
> Cc1ccc2nc(-c3ccc(NC(=O)c4ccc(Cl)c([N+](=O)[O-])c4)cc3)sc2c1
    0.0	-0.7	25	-11
> CCOc1ccc(-n2c(C)nc3cc(C(=O)NCc4ccccc4Cl)ccc32)cc1
    0.1	1.2	-11	-6
> CCSCCOC(=O)C1=C(C)NC2=C(C(=O)C(C(=O)OC)C(C)C2)C1c1cccc(OCc2ccccc2)c1 (stereo unspecified)
    0.2	0.0	-2	71*
> CCN(CC)CC(C)CNC(=O)C1CCN(S(=O)(=O)c2ccc(C)cc2)CC1 (stereo unspecified)
    -0.3	0.4	1	-5
> O=C(COc1ccc(Cl)cc1Br)NNC(=O)c1ccco1
    0.2	-1.1	-40	13
> CC1(C)Cc2c(sc(N3C(=O)C4CC=C(Cl)CC4C3=O)c2C#N)CO1 (stereo unspecified)
    0.0	0.8	-2	9
> CCCOc1ccc(/C=c2\sc3nc(-c4ccc(Cl)cc4)nn3c2=O)cc1
    -0.2	0.6	5	-5
> CCCCNS(=O)(=O)c1ccc2nc(-c3cccnc3)cc(C(=O)O)c2c1
    1.2	-0.6	3	20
> Cc1c(-n2cc(C(=O)c3ccccc3O)cc(C#N)c2=O)c(=O)n(-c2ccccc2)n1C
    0.2	0.6	4	12
> CC(C)OC(=O)c1cccc(C(=O)Nc2cccc([N+](=O)[O-])c2)n1
    -0.2	4.7	-32	4
> CCC(=O)n1nc(-c2ccccc2)nc1NCc1ccco1
    0.0	1.1	-25	-7
> CC(=O)Nc1ccc2oc(-c3ccccc3F)nc2c1
    0.4	-0.6	1	9
> Cn1c(=O)[nH]c(=O)c2c1nc(N1CCCC1)n2CC(O)CO (stereo unspecified)
    0.8	-0.6	18	3
> CCCCN1C(=O)C(NC(C)=O)c2cc(C)ccc21 (stereo unspecified)
    -0.1	2.5	14	1
> O=C(Cc1ccc([N+](=O)[O-])cc1)OCc1ccc(Br)cc1
    0.0	0.3	-1	1
> CCN1C(=O)/C(=C/c2c(NCc3ccco3)nc3ccccn3c2=O)SC1=S
    -0.1	-0.3	1	18
> CC(C)c1ccccc1NC(=S)NCCO
    0.0	0.1	4	-16
> Cc1onc(-c2c(Cl)cccc2Cl)c1C(=O)N1CCc2ccccc2C1
    -0.1	0.3	-6	-1
> CCOc1ccc(NC(=O)c2cc(S(=O)(=O)N3CCCC3)ccc2F)cc1
    -0.1	-0.4	2	2
> COC(=O)c1ccc(COc2ccccc2/C=N/NS(=O)(=O)c2ccccc2)cc1
    -0.2	1.6	-12	19
> CN(C)CCN(C)c1nc(C2COc3ccccc3O2)nc2ccc(-c3ccnc(N)n3)cc12 (stereo unspecified)
    0.5	-0.8	-1	34
> CCOC(=O)c1ccc2nc(NC(=O)c3ccc(Cl)cc3Cl)sc2c1
    -0.1	0.7	-19	-6
> COC(=O)C1CCC(=O)N1S(=O)(=O)c1ccc(C)cc1 (stereo unspecified)
    0.4	1.5	-3	-6
> COc1ccccc1N1CCN(C(=O)CCl)CC1
    0.6	-0.4	30	22
> CC1CCN(c2nc3c(c(=O)[nH]2)CN(Cc2c(F)cccc2F)CC3)CC1
    -0.1	0.1	-4	5
> Cc1ccccc1C1(CC(=O)N2CCCC(O)C2)CC(=O)N(Cc2ccncc2)C1=O (stereo unspecified)
    0.1	2.0	-3	10
> COc1cc(Nc2cc(N3CCN(C(=O)c4ccco4)CC3)c3noc4c3c2C(=O)c2ccccc2-4)cc(OC)c1OC
    -0.4	-2.2	40*	9
> Cc1cc(C)n2cc(CSc3nncc(-c4ccccc4)n3)nc2n1
    0.0	0.9	-12	12
> CCCCOc1ccc(C(=O)NCCOCc2ccccc2)cc1
    0.0	0.3	6	7

Some of the entries above, set out differently:
COC(=O)c1ccc(COc2ccccc2/C=N/NS(=O)(=O)c2ccccc2)cc1
  FBW7 activator: -0.2; GPR151 ag: 1.6; TEAD-YAP inh: -12; MITF primary: 19
CN(C)CCN(C)c1nc(C2COc3ccccc3O2)nc2ccc(-c3ccnc(N)n3)cc12 (stereo unspecified)
  FBW7 activator: 0.5; GPR151 ag: -0.8; TEAD-YAP inh: -1; MITF primary: 34
